TROY NFkB inh – blocks TROY-dependent signaling in reporter cells. Q293 LMP1-TROYcd NF-kB luciferase reporter, 4 h. inhibition, % at 10 µM. 360,000 tested, 0.98% active. AID 1347056;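 active = compounds whose plate-normalised and pattern-corrected inhibition of the luciferase reporter signal at the single screening dose is 50% or more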
COUP-TFII inh – inhibitors of human COUP-TFII (NR2F2) | HEK293T NGFI-A luciferase reporter, luminescence | 370,000 tested, 0.7% active | inhibition, % at 8.6 µM | AID 686940;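 active = inhibition above a per-plate cutoff, mean inhibition of test wells between control levels plus 3 SD, cut at about 38% in these data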;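 note: cells cotransfected with COUP-TFII expression vector driving the NGFI-A reporter; 0% = median of COUP-TF2 test wells and 100% = reporter-only cells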
TWEAK-Fn14 inh – TWEAK-Fn14 signaling inhibition; TWEAK-stimulated Fn14 reporter cells, luciferase luminescence, 8 h; inhibition, % at 10 µM; 360,000 tested, 2% active; in the data active = inhibition above about 50%
EBV LMP1 NFkB – inhibitors of Epstein-Barr LMP1-induced NF-kappaB reporter. LMP1-induced NF-kappaB luciferase reporter cells, luminescence. inhibition, % at 12.5 µM. 350,000 tested, 0.69% active. AID 504558; in the data active = inhibition above about 41%;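 note: 0% = neutral control wells and 100% = reference inhibitor control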
NR5A2 inv ag – suppresses constitutive activity of human LRH-1. 360,000 tested, 0.13% active. HEK293T StAR-luciferase reporter, LRH-1 transfected, 24 h. O00482. inhibition, % at 3.6 µM. AID 602396;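 active = inhibition above the mean inhibition of all tested compounds plus 3 SD, cut at about 73% in these data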;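 note: 0% = DMSO wells and 100% = reporter-only cells lacking LRH-1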
SRC1 inh – inhibitors of human steroid receptor coactivator 1 (SRC1) | HEK293 GAL4-SRC1 luciferase reporter, luminescence | Q15788 | inhibition, % at 3.6 µM | 360,000 tested, 0.12% active | AID 588354;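 active = inhibition above the campaign mean plus 3 SD, with each screening campaign given its own cutoff, cut at about 60% in these data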;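 note: 0% = DMSO treated cells and 100% = gossypol at 36 µM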
NOD2 RIPK2 PPI – inhibitors of human NOD2-RIPK2 interaction; O43353; CHO BLA complementation NOD2-RIPK2, CCF4 ratio; inhibition, % at 4.98 µM; 360,000 tested, 0.38% active; AID 624267; in the data active = inhibition above about 21%;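 note: 0% = vehicle only and 100% = reference blocker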
SRC3 inh – human NCOA3 inhibition | inhibition, % at 3.6 µM | HEK293 GAL4-SRC3 luciferase reporter, luminescence | Q9Y6Q9 | 360,000 tested, 0.17% active;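 active = inhibition above a per-campaign cutoff, the mean of all compounds plus 3 SD, cut at about 60% in these data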;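 note: 0% = DMSO-treated cells and 100% = gossypol-treated cells at 36 µM; higher means less SRC3-driven luciferase light from the GAL4 reporter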
TRAIL sens C8 – caspase-8 TRAIL sensitization | NB7+C8 cells + TRAIL, ATPlite viability luminescence | inhibition (viability loss, TRAIL sensitization), % at 10 µM | AID 624354 | 360,000 tested, 1% active;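 active = compounds causing at least 50% loss of cell viability in the single-dose screen, relative to plate controls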
TLR9-MyD88 inh – inhibitors of human TLR9-MyD88 binding; CHO BLA complementation TLR9-MyD88, CCF4 FRET ratio; inhibition, % at 4.98 µM; 340,000 tested, 0.21% active; AID 504734;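 active = inhibition above the mean over all tested compounds plus 3 SD, cut at about 21% in these data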;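 note: 0% = DMSO only wells and 100% = clavulanate BLA inhibitor control wells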
NCOA2 inhibitor – human SRC2 (NCOA2) inhibition | Q15596 | HEK293 GAL4-SRC2 luciferase reporter, luminescence | inhibition, % at 9 µM | 370,000 tested, 0.17% active;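 active = inhibition above the mean inhibition of all tested compounds plus 3 SD, set per campaign, cut at about 52% in these data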;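 note: 0% = DMSO treated cells and 100% = cells given Gossypol at 36 µM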
Target sequence (Q15596 whole entry, looked up, the tested form may be a part): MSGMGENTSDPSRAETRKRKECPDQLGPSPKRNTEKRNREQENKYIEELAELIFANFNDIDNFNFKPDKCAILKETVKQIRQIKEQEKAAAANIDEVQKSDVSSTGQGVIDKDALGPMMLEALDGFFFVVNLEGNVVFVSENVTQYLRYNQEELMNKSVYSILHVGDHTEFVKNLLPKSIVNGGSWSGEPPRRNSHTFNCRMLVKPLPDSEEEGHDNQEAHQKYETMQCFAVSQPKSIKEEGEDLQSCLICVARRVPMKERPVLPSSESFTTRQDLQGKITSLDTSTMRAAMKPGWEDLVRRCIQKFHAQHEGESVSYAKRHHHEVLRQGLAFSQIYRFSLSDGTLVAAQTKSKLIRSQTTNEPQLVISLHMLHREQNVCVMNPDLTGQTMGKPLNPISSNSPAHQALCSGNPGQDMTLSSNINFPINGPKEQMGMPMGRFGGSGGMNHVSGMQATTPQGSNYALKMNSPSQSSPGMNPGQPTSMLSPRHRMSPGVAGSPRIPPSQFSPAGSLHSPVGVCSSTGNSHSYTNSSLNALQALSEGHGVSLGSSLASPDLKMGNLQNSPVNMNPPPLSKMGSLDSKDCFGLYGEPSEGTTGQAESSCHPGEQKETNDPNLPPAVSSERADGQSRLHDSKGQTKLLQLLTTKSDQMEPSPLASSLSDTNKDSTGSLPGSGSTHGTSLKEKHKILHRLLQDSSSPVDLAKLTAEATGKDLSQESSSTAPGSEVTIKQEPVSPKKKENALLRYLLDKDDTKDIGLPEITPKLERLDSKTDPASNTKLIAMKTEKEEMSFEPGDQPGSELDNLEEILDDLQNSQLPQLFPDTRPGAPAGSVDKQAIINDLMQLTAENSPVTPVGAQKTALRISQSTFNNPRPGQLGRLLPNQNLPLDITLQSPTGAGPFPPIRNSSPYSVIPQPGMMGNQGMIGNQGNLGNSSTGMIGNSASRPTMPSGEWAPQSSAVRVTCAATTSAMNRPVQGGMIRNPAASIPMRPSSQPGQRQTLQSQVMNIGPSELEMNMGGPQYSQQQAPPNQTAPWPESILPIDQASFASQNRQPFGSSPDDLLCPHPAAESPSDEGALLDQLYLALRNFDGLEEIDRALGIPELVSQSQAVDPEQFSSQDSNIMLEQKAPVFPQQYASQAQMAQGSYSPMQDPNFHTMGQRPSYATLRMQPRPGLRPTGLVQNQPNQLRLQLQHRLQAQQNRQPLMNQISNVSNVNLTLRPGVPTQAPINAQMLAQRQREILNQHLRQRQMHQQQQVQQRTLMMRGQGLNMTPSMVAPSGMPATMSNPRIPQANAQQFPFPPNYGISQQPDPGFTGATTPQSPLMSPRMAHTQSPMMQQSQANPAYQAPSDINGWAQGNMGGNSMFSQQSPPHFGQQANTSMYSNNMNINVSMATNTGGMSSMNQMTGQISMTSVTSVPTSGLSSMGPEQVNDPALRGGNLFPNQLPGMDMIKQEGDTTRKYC
The depositor's hits bear a star; . = not tested or not shown. An excerpt, so the mix of outcomes need not match the whole.

mol	TROY NFkB inh	COUP-TFII inh	TWEAK-Fn14 inh	EBV LMP1 NFkB	NR5A2 inv ag	SRC1 inh	NOD2 RIPK2 PPI	SRC3 inh	TRAIL sens C8	TLR9-MyD88 inh	NCOA2 inhibitor
CCCn1nc(C(=O)Nc2ccc3nc(N4CCOCC4)sc3c2)ccc1=O	53*	43*	25	18	35	1	-4	11	40	0	14
Cc1ccc(C(=O)Nc2cc3c(oc2=O)CCCC3=O)cc1	-45	-45	-18	-1	-119	-74	-8	-64	7	-9	-48
O=C1C2CC=C(Cl)CC2C(=O)N1CC1OCCc2ccccc21 (stereo not drawn)	-23	-2	-19	7	-12	4	1	9	0	6	-20
COc1ccc(C(=O)Nc2ccc(NC(=O)c3cccc(F)c3)cn2)cc1	-10	8	-8	11	16	-7	-5	-8	15	-1	-7
O=C(N[C@@H]1C/C=C\C[C@@H](CC(=O)N(CCO)Cc2ccccc2)C(=O)N[C@H](Cc2ccccc2)COC1=O)OCC1c2ccccc2-c2ccccc21	-12	5	16	-25	5	11	-3	-8	-14	-2	4
CCCc1cc(=O)[nH]c(SCC(=O)Nc2cc3c(cc2C(C)=O)OCO3)n1	6	0	-1	-7	-1	-3	13	2	-19	-7	-16
COc1ccccc1C(=O)NCCC(=O)NNC(=O)C1COc2ccccc2O1 (stereo not drawn)	2	-2	11	-4	19	-14	-8	11	8	-3	1
O=C(NC1CC1)C1CCN(Cc2cnn(-c3ccccc3)c2-n2cccc2)CC1	-1	-2	17	-3	11	-81	-8	13	5	-3	-1
COc1cccc(C(=O)NCC(=O)OCC(=O)NC2CCCCC2)c1	-9	-3	-18	-5	4	16	-10	4	-8	-11	-14
O=C(COC(=O)CCCNC(=O)c1ccc(Cl)cc1)NCc1ccccc1Cl	-9	21	-10	8	5	13	-7	7	1	-9	6
C/C(=N/NC(=O)CNC(=O)C1COc2ccccc2O1)c1ccc([N+](=O)[O-])cc1 (stereo not drawn)	8	8	8	-3	3	5	1	-19	-5	1	-25
CC1(C)Cc2c(sc(NC(=O)C(=O)N3CCCC3)c2C(=O)O)CO1	-2	8	21	1	-14	-17	-8	-11	-9	2	19
C=CCNC(=S)NCc1ccc(CNC(=S)NCC=C)cc1	0	1	-7	-2	0	5	1	22	3	1	12
CCCCC1=CC2=CC(=O)C(C)(OC(=O)CCc3ccccc3)C(=O)C2=CO1 (stereo not drawn)	0	4	5	-3	-9	-23	10	2	-3	-6	-13
Cc1nc2ccc(NC(=O)c3ccc([N+](=O)[O-])cc3[N+](=O)[O-])cc2s1	3	-11	-20	6	-3	-12	-3	-11	-3	-1	1
CN(C)C(=O)CCC(=O)N(C)CC1CCCN(CCc2ccc(F)cc2)C1 (stereo not drawn)	15	-57	-3	-6	8	-5	-10	-3	-18	-1	-69
CCn1c(=O)n(CC(=O)N2CC(C)CC(C)C2)c(=O)c2ccccc21 (stereo not drawn)	15	3	-4	3	1	-11	9	18	-9	2	3
CC(=O)c1ccc(NS(=O)(=O)Cc2ccccc2)cc1	8	-23	6	-1	-5	-4	-3	0	10	-12	-1
Cc1c(NC(=O)CN2C(=O)C(=O)N(Cc3ccccc3)C2=O)c(=O)n(-c2ccccc2)n1C	2	15	-1	-6	18	-21	1	0	-4	-86	-8
COCCCn1c(SCc2nc3ccccc3c(=O)[nH]2)nc2ccccc2c1=O	-5	5	16	2	-2	6	-11	-28	3	0	-21
Cc1ccc(N(C(=O)C2CCC(=O)N2)C2(C(=O)NC3CCCCC3)CCCCC2)cc1 (stereo not drawn)	13	9	2	4	1	-20	3	9	-5	-4	-2
COc1ccccc1CNC(=O)c1cn(C)c(=O)c2cc(OC)c(OC)cc12	6	-1	-8	1	-11	-2	0	-1	1	-1	-20
COc1ccccc1N1CCN(C(=O)c2cc(-c3ccco3)on2)CC1	-8	-7	-3	-1	-3	-16	-2	-55	-11	1	-14
CCOc1ccccc1NC(=O)C1CCCN(S(=O)(=O)c2ccc(-n3cnnn3)cc2)C1 (stereo not drawn)	6	-1	20	3	4	-10	6	-4	-7	2	10
COc1cccc(CN2CCNC(=O)C2CC(=O)NCc2cc(C(C)C)no2)c1 (stereo not drawn)	13	3	6	-10	10	-34	-4	25	-7	-10	0
CN1CCN(C(=O)/C(=C/c2cccnc2)NC(=O)c2cccc(Br)c2)CC1	-17	-7	-3	1	12	8	-7	12	-7	4	-1
O=C(c1ccc(F)cc1)N1CCCCC(Sc2nnc3ccccn23)C1=O (stereo not drawn)	-5	-9	21	-1	-8	0	1	-10	-10	-5	-6
CCOC(=O)c1nnn(-c2ccc([N+](=O)[O-])cc2)c1C	-14	5	-9	-7	-20	-13	-2	17	-3	-9	-6
Cc1ccnc(NCc2cccc3ccccc23)c1	-17	-3	-30	4	5	-1	11	1	-7	11	16
COC(=O)c1ccc(CN2C(=O)NC(c3ccccc3)(c3ccccc3)C2=O)o1	4	3	3	-10	-25	-10	-3	9	1	-11	19
O=C(O)/C=C/C(=O)c1ccc2c(c1)CCc1ccccc1-2	-27	-11	22	4	-34	-49	11	-61	-10	12	-17
CCCC(=O)Nc1nc(-c2ccccc2)ns1	-39	-11	-14	-15	-71	-67	9	-24	12	-4	-21
COc1cc(C(=O)N/N=C/C2CC=CCC2)cc(OC)c1OC (stereo not drawn)	30	-76	-16	3	21	-1	4	12	-10	10	-2
O=C(Nc1ccc(NC(=O)c2ccccc2F)cc1)c1cccs1	-49	-67	-19	-45	-101	-57	4	-67	23	-1	-48
COc1ccc(-c2csc3ncn(CC(=O)N4CCOCC4)c(=O)c23)cc1	4	1	-12	12	8	-24	2	7	3	-3	7
CCOc1ccc(NC(=O)CCC(=O)N2CCSc3ccccc32)cc1	11	-12	17	-1	3	-12	-2	16	-10	0	9
COc1ccc(CC(=O)Nc2sc3c(c2C#N)CC(C)(C)NC3(C)C)cc1OC	-7	-8	9	11	4	4	4	-8	-3	6	15
O=c1[nH]c(NCc2ccccc2)nc2c1CCCC2	-19	6	-1	-20	-2	0	-2	-3	30	-1	0
NC(=O)C1=CC2C3C=CC2(O)C(=O)OC3O1 (stereo not drawn)	6	8	16	-38	-47	-66	13	-24	42	-5	-33
c1ccc(-c2csc(Nc3ncccn3)n2)cc1	-49	-50	31	-26	-112	-111	2	-108	39	-22	-24
CCOc1ccc(NC(=O)CN(C)C(=O)CCCn2c(=O)oc3ccccc32)cc1OCC	14	-1	6	5	28	-12	0	-21	-8	-2	1
CCN1CCN(Cc2c(O)ccc3c(C)cc(=O)oc23)CC1	9	5	16	-8	-9	-5	4	-19	-6	1	-13
CC(=O)c1ccc(C(=O)Nc2nnc(-c3ccc(Cl)cc3)o2)cc1	-9	-3	-27	16	20	1	-2	-24	1	-5	-6
CC(C)=CC(=O)Nc1nnc(-c2ccccc2C)s1	-44	3	-24	-21	-44	-41	0	-26	6	5	-6
CCCOC(=S)N/C(=N\S(=O)(=O)c1ccccc1)c1ccccc1	10	-15	18	-4	3	-4	-8	-1	2	-13	3
COC(=O)C(/C=N/O)NC(=O)c1ccccc1 (stereo not drawn)	2	-6	-42	-5	11	-12	3	4	-5	9	-5
O=C(NCC1CCCO1)C1C2C=CC3(CN(Cc4cccs4)C(=O)C13)O2 (stereo not drawn)	6	10	9	3	7	6	-1	12	-3	3	-8
O=C(O)c1cc(N=Nc2c(O)[nH]c3ccc([N+](=O)[O-])cc23)ccc1Cl	-33	1	6	-4	-7	-21	-17	-9	3	-4	-27
COCCNS(=O)(=O)c1ccc(SC)cc1	4	-8	12	3	0	-6	-1	7	-8	13	0
Cc1ccc(/C=N/NC(=O)CNC(=O)c2ccc(S(=O)(=O)N(C)C)cc2)cc1	10	-7	1	9	10	-8	0	0	-11	2	14
COc1cc(Cl)ccc1OC1(C)CCN(Cc2cccc(OC)c2OC)C1 (stereo not drawn)	10	-4	-4	.	29	6	-8	11	25	.	-8
NC(=O)c1ccsc1NC(=O)CN1C(=O)NC2(CCCC2)C1=O	-10	19	-12	-11	-13	1	1	-25	9	-6	10
CC(=O)N1c2ccc(S(=O)(=O)N(C)CC(=O)NC(C)c3ccccc3)cc2CC1C (stereo not drawn)	-4	6	-11	-6	6	-4	-5	18	-25	9	-10
CCc1nc2c(OCC(=O)c3ccc(F)cc3)cccn2c1N(C)C(=O)c1cccs1	-20	-10	-31	.	13	5	-9	-16	10	.	-28
O=C(NCCS(=O)(=O)N1CCN(c2ccccc2F)CC1)c1cccs1	4	-9	0	2	-4	-2	11	4	-19	2	1
COc1cc(/C=N/NC(=O)c2cccc([N+](=O)[O-])c2)ccc1OCc1ccc(C)cc1	-57	-15	-30	-34	-16	-55	-4	-58	6	3	-30

New compounds follow.
mol	TROY NFkB inh	COUP-TFII inh	TWEAK-Fn14 inh	EBV LMP1 NFkB	NR5A2 inv ag	SRC1 inh	NOD2 RIPK2 PPI	SRC3 inh	TRAIL sens C8	TLR9-MyD88 inh	NCOA2 inhibitor
CC(C)NC(=O)CC(=O)N/N=C/c1cccs1	1	-9	-5	-25	21	-14	-5	2	-2	2	-18
COc1cccc(-c2cc(C(=O)Nc3c(C)n(C)n(-c4ccccc4)c3=O)no2)c1	-15	5	4	2	10	16	-6	7	-10	-7	-16
CC(=O)N1CC2(C)CN(C(C)=O)CC(C)(C1)C2	-21	3	-2	5	-4	-25	7	6	-4	-1	-9
CC(C)(C)C(=O)CCN1C(=O)C2(OCCO2)c2ccccc21	-4	4	8	-20	-3	12	-5	-12	4	2	-11
CC(C)c1cccc(-c2csc(C(O)c3ccc(F)cc3)n2)c1 (stereo not drawn)	-36	-11	-24	.	1	-4	-3	-3	-14	.	-33
O=C(COc1ccc(S(=O)(=O)N2CCOCC2)cc1)N1CCc2ccccc2C1	0	28	5	0	-2	-4	-8	-2	-18	4	16
CN1C(=O)CS/C1=N\NC(=O)COc1cccc2cccnc12	0	3	-7	-6	10	-5	-4	7	1	4	4
CC(=O)Nc1cccc(-c2ccnc3c2CC(C)(C(=O)NCc2cccc(Cl)c2)O3)c1 (stereo not drawn)	21	-9	-8	.	10	-1	2	-6	7	.	-8
O=C(CN1C(=O)NC2(CCOc3ccccc32)C1=O)c1ccc(F)c(F)c1 (stereo not drawn)	-1	5	-4	0	-1	-2	0	-5	-20	-2	-15
COc1ccc(-c2nn(-c3ccccc3)cc2C(=O)Nc2cccc(C(=O)O)c2)cc1[N+](=O)[O-]	-11	1	0	-1	-12	21	3	-6	-1	-2	-37
Cc1ccc(CC2S/C(=N/N=C/c3ccco3)NC2=O)cc1 (stereo not drawn)	-7	4	-5	0	4	-12	-10	1	-13	1	-18

Quoted at random: 2 compounds from above, in no set order.
mol	TROY NFkB inh	COUP-TFII inh	TWEAK-Fn14 inh	EBV LMP1 NFkB	NR5A2 inv ag	SRC1 inh	NOD2 RIPK2 PPI	SRC3 inh	TRAIL sens C8	TLR9-MyD88 inh	NCOA2 inhibitor
CN1C(=O)CS/C1=N\NC(=O)COc1cccc2cccnc12	0	3	-7	-6	10	-5	-4	7	1	4	4
CC(C)NC(=O)CC(=O)N/N=C/c1cccs1	1	-9	-5	-25	21	-14	-5	2	-2	2	-18

Assay outcomes from PubChem.
